# Screening data (PubChem BioAssay)
# mcGAS lum: inhibitors of mouse cGAS. AID 1259399. inhibition, % at 12.5 µM. Q8C6L5. recombinant cGAS, Kinase-Glo ATP depletion luminescence. 160,000 compounds, 0.15% hits;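 note: 0% = negative control wells and 100% = reference inhibitor with no enzyme activity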
# hcGAS inh: inhibitors of human cGAS | Q8N884 | recombinant h-cGAS, ATP depletion, Kinase-Glo luminescence | inhibition, % at 12.5 µM | 290,000 compounds, 0.081% hits | AID 1259398;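 note: 0% = vehicle reaction and 100% = reaction without DNA for no activity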
# Target sequence (Q8N884 whole entry, looked up): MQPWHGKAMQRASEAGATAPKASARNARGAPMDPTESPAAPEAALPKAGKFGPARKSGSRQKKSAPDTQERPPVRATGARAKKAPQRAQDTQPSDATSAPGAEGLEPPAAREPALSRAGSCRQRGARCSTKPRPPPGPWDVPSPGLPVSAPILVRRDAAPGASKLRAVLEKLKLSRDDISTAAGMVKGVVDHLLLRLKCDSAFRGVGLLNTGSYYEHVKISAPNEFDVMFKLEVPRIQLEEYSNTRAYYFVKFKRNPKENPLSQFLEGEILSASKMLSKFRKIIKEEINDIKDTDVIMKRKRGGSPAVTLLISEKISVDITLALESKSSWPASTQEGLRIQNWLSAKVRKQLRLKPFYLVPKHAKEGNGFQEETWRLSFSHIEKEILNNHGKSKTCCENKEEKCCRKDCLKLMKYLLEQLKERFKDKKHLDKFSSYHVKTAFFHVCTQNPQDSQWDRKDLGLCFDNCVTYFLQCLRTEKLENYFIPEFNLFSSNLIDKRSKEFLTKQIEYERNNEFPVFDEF
# NPYLR7 agonist: activates Aedes aegypti NPYLR7 receptor. activation, % at 10 µM. 270,000 compounds, 0.15% hits. HEK293T NPYLR7/Galpha15, GCaMP6s calcium fluorescence; in the data active = activation above about 40%;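 note: 0% = vehicle and 100% = reference agonist at the receptor; some compounds past the cut are filed as inactive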
# * marks the source's active call; other numbers are inactive results; nt = no result given; & = joins results of further samples. Cut-off read from the data, not from the text of the source, unless noted: active = inhibition above about 40%; inactive = the rest.
SMILES,mcGAS lum,hcGAS inh,NPYLR7 agonist
COc1cc(C(=O)Nc2ccc3c(c2)N(S(C)(=O)=O)CCC3)c([N+](=O)[O-])cc1OC,nt,-6.6,-3.1
c1cncc(NCCCNC2CCc3ccccc3C2)c1 (stereo unspecified),nt,-5.4,8.4
CSCc1nc2cc(C(F)(F)F)ccc2c(=O)[nH]1,-10.2,-5.6,0.7
CC(C)(C)n1ncc2c1CCN(Cc1ccccc1F)C2,nt,-8.3,-0.5
N#CC1C(SCC(=O)NC2CC2)=NC2=C(C(=O)CCC2)C1c1ccco1 (stereo unspecified),-6.1,-4.0,1.4
COc1ccc2n[nH]c(CN3CCN(S(=O)(=O)c4ccccc4)CC3)c2c1,-9.3,-4.1,1.8
O=C1CCC(=O)N1c1cccc(-c2nc3ccccc3c(=O)o2)c1,-5.6,1.3,3.0
CCN(CC)CCOc1ccccc1OC,nt,1.9,-18.9
CC(C)Cn1c(N)c(C(=O)CSc2nccn2C)c(=O)n(C)c1=O,-5.5,-4.2,-3.4
Cc1cc(CSc2nc(=O)ccn2C(C)C)c2ccccc2n1,nt,-9.0,9.3
Cc1ccccc1Cn1ccnc1CN(C(=O)C(C)C)C1CCCCC1,4.0,2.1,-6.6
CCOC(=O)C1(Cc2cccc(Cl)c2)CCCN(C(=O)CN2CCOC2=O)C1 (stereo unspecified),-4.6,-12.4&-4.0,4.1&-7.4
CCC(=O)NC(NC(=S)Nc1ccc(NC(C)=O)cc1)C(Cl)(Cl)Cl (stereo unspecified),-7.1,-8.8,2.8
COC(=O)c1c(NC(=O)Cn2cnc3c(cnn3C)c2=O)sc2c1CCC(C)C2 (stereo unspecified),-5.6,-3.9,5.5
COc1ccccc1NC(=O)N1CCc2cc(OC)c(OC)cc2C1CNC(=O)c1ccco1 (stereo unspecified),-3.4,-6.3,nt
NC(=O)NC1NC(=O)NC1=O (stereo unspecified),-1.3,-2.7&5.7,-3.1&-1.7
CC(=O)Nc1ccc(NC(=O)C2CCN(c3cccc(Br)c3)C2=O)cc1 (stereo unspecified),nt,-5.5,-4.8
CC(CNC(=O)c1cn(CCN(C)C)nn1)N1CCN(c2ccccc2)CC1 (stereo unspecified),nt,-3.4,-9.1
COc1cc(=O)n(-c2ccc(F)cc2)nc1C(=O)NC(C)(C)C,-7.5,-10.2,7.0
Cc1nc(CCN(C)C(=O)c2cccc(NCc3ccc(C)s3)c2)no1,nt,-6.7,2.6
CCCn1cnnc1CNC(=O)COc1c(C)ccc(C)c1C,nt,-2.3,-0.4
CN(Cc1cc(=O)n2c([nH]c3ccccc32)c1C#N)c1ccccc1,nt,-1.6,6.4
O=C(c1cccnc1Cl)N1CCC(n2c(=O)oc3ccc(Cl)cc32)CC1,-6.1,-2.1,24.8
CC1=C(C/C=C(\C)CCC[C@H](C)CCC[C@H](C)CCCC(C)C)C(=O)c2ccccc2C1=O,nt,-3.1,2.9
O=C(CCC1CCCC1)N1CCN(c2cc(Oc3ccc(Cl)cc3)ncn2)CC1,-4.3,-5.0,10.1
Cc1nn(C)c(C)c1CCC(=O)Nc1cnc2ccccc2n1,nt,-12.2,7.2
COc1cc(-c2nc(CN(C)C(C)c3nc(C)cs3)c(C)o2)cc2c1OCO2 (stereo unspecified),nt,-9.8,20.8
O=C(O)c1cccc(-c2n[nH]c3ccccc23)c1,-4.9,-1.3,-5.6
COc1ccc(OCc2nc(CSCc3ccc(F)cc3)cs2)cc1,-9.5,-10.2,4.1
COc1cccc(C(CN2CCN(C(=O)c3ccc4nonc4c3)CC2)OCc2cccc(Cl)c2)c1 (stereo unspecified),-6.2,-9.7,nt
CC(C)N1CCN(C(=O)c2c3c(nc4ccccc24)-c2ccccc2CC3)CC1,nt,-8.2,0.6
CC(C)N(Cc1nc(C(=O)N2CCN(c3ccc([N+](=O)[O-])cc3)CC2)cs1)C(=O)Nc1ccccc1,-2.4,-5.3,-0.6
CCC(C)N(Cc1ccccc1)C(=O)CCNC(=O)c1cccc(C)c1 (stereo unspecified),nt,-6.9,18.2
Cc1nn(C)c2sc(C(=O)N3CCc4c(cnn4-c4ccc(Cl)cc4Cl)C3)cc12,nt,-0.7,1.4
O=C(c1cc2ccccc2s1)N1[C@@H](c2ccco2)[C@@H](CO)C[C@]12CCCCN(CCO)C2=O,-2.3,7.1,0.3
CN(C(=O)Nc1ccc(C2CC2)nn1)C1CCCCCCC1,nt,0.4,1.7
O=C(Nc1onc2c1CCC2)c1nc2ccccc2s1,-5.4,-3.7,7.7
CCOC(=O)C1CCN(C(c2ccc(Cl)cc2)C2Sc3nc(-c4ccco4)nn3C2=O)CC1 (stereo unspecified),-6.5,-5.2,-2.9
C=CCN1C(=O)CC(Sc2ncccc2C(=O)O)C1=O (stereo unspecified),-10.3,-9.9,-0.4
O=C(Nc1cccc(C2SCC(=O)N2c2ccc(C(F)(F)F)cc2)c1)c1cccc(Cl)c1 (stereo unspecified),-5.2,-8.3,18.3
CC(Cl)C(=O)Nc1nnc(SCC(=O)c2ccc(OCc3ccccc3)cc2)s1 (stereo unspecified),-6.0,-7.6,-0.4
[O-][n+]1c2ccc3nonc3c2nn1-c1ccccc1,-6.8,-4.1,2.8
Cc1ccc(C(=O)Nc2ccc(C(=O)O)cc2)cc1S(=O)(=O)Nc1cccc(F)c1,1.3,16.0,17.1
CC(=O)Oc1ccc(C2C(C#N)=C(C)NC3=C2C(=O)CC(C)(C)C3)cc1 (stereo unspecified),-7.6,-2.4,-2.2
CC1=NOC(C(=O)N(C)CCCn2nc(C)cc2C)C1 (stereo unspecified),-7.6,-0.5,0.2

# By substructure, the entries above containing two or more sulfur atoms (two)
SMILES,mcGAS lum,hcGAS inh,NPYLR7 agonist
COc1ccc(OCc2nc(CSCc3ccc(F)cc3)cs2)cc1,-9.5,-10.2,4.1
CC(Cl)C(=O)Nc1nnc(SCC(=O)c2ccc(OCc3ccccc3)cc2)s1 (stereo unspecified),-6.0,-7.6,-0.4

# (listing goes on)
SMILES,mcGAS lum,hcGAS inh,NPYLR7 agonist
CCOC(=O)C1=C(C)NC(=S)NC1c1ccc(O)c(OCC)c1 (stereo unspecified),-4.7,-5.9,-1.5
COc1ccc(CSc2nnc(NC(=O)c3ccc(C(C)(C)C)cc3)s2)cc1,-3.3,-3.9,-2.9
COc1cccc(-c2noc(CN3CCCN(C)c4cc(F)ccc43)n2)c1,-15.9,-6.2,0.6
COCCNC(=O)c1ccc(CSc2nnc(Cc3ccccc3)n2-c2ccc(F)cc2)cc1,-5.6,-2.2,14.2
O=C(CCS(=O)(=O)c1ccc(Cl)cc1)Nc1cccnc1,nt,-7.4,-0.2
CCOC(=O)N1CCN(Cc2ccc3c(c2)CN(C(=O)c2ccc(F)c(Cl)c2)CCO3)CC1,-12.8,-9.0,18.1
CC[C@@H]1[C@H](O)c2ccccc2S(=O)(=O)N1CC(=O)NC,-9.7,-3.8,29.0
Fc1cccc(CN2CCN(Cc3ccc(-c4ccn[nH]4)s3)CC2)c1,-11.6,-9.5,17.8
O=C(Nc1c[nH]ccc1=O)c1nn(-c2ccccc2F)c2c1CCC2,0.4,1.4,-0.7
CCOc1ccc(C2C(C(=O)OCCc3ccccc3)=C(C)NC3=C2C(=O)CCC3)cc1 (stereo unspecified),-2.6,-2.7,0.3
CCC(C)N1CCC2(CC1)N=c1c(c3c4c5c(C)c(O)c3c(O)c1=NC(=O)/C(C)=C/C=C/[C@H](C)[C@H](O)[C@@H](C)[C@@H](O)[C@@H](C)[C@H](OC(C)=O)[C@H](C)[C@@H](OC)/C=C/O[C@@](C)(O5)C4=O)N2 (stereo partly specified),nt,-10.0,25.1
O=C(NCc1cccnc1)c1csc(COc2ccc(F)cc2)n1,-5.4,-4.0,3.1
COc1ccc(CNS(=O)(=O)c2ccc(F)c(C)c2)cc1,-6.1,-2.2,3.7
CCCCc1ccc(NC(=O)CSc2nc(=O)n(CCCN(C)C)c3c2CCCC3)cc1,-5.7,-4.5,-1.0
COc1ccc(C(=O)NCCn2nc(-c3ccc(OC)cc3)ccc2=O)cc1,-6.8,-1.5,5.3
C/C=C/c1nnnn1[C@H]1CO[C@H]2[C@@H]1OC[C@H]2O,-5.7,-0.9,-7.6
Cc1nnsc1C(=O)Nc1nn(C)c2c1C(c1ccco1)CC(=O)N2 (stereo unspecified),-5.5,0.0,-11.0
O=C(CC1C(=O)NCCN1Cc1cccc(C(F)(F)F)c1)NCCN1CCOCC1 (stereo unspecified),nt,-4.3,13.7
CCn1c(=O)c2c(nc3n(CC)c(C)cn23)n(C)c1=O,nt,-9.6,6.4
CCCSc1ncccc1C(=O)N1CCc2c([nH]c3ccc(OC)cc23)C1COCc1ccccc1 (stereo unspecified),-10.0,-19.4,3.0
Nc1cc(-c2cccc(C(F)(F)F)c2)nn1-c1ccc(C(=O)NCCCO)cc1,-2.8,-2.6,20.9
Cc1cc(C)cc(COc2coc(CN3CCN(C(=O)c4ccccc4OC(F)(F)F)CC3)cc2=O)c1,-3.4,1.1,4.2
O=C1C2C3C=CC(C3)C2C(=O)N1NC(=O)C12CC3CC(CC(C3)C1)C2 (stereo unspecified),nt,4.8,-7.0
CC(=O)c1c(C)cc(C)[nH]c1=O,nt,-7.2,-5.6
CCN1CCN(c2ccc(NC(=O)NCc3ccc(OC(F)F)cc3)cc2C)CC1,nt,-8.6,6.4
Cc1ccc(S(=O)(=O)Oc2ccc(F)cc2)c(C)c1C,nt,-1.5,-5.1
COCCN(Cc1cnn(C)c1)C(=O)c1cnc(C)cn1,nt,-9.1,-1.3
CC(c1cccs1)N(C)Cc1cnn2cccnc12 (stereo unspecified),nt,-1.6,-2.8
O=C1C2C3OC(C2C(=O)N1OCc1ccccc1)C1C3C2(Cl)CC1(Cl)C(Cl)=C2Cl (stereo unspecified),-8.0,-8.4,-1.2
Fc1ccc(-n2cccn2)c(CN2CCc3c([nH]c4ccccc34)C2c2ccccn2)c1 (stereo unspecified),-1.9,-0.5,6.2
COc1ccc(N2C(=O)C(c3c(C)[nH]n(-c4ccc(Cl)cc4)c3=O)=C(N3CCN(C)CC3)C2=O)cc1,-5.4&-0.7,-7.8&-1.7,34.3&-5.8
Cn1c(N)c(S(=O)(=O)NCc2ccc(Cl)cc2)c(=O)n(C)c1=O,-7.5,-4.8,2.3
COc1cc(-c2ccc3c(c2)COC2(CCN(C(=O)CCc4ccccc4)CC2)O3)cc(OC)c1OC,-1.5,-2.9,-5.7
O=C(CC(c1ccccc1)c1ccccc1Cl)NCCN1CCCCC1=O (stereo unspecified),nt,-0.8,1.4
Cc1ccc(-c2csc3nc(CNCc4ccccc4)[nH]c(=O)c23)cc1C,nt,4.3,1.9
COC(=O)c1cn(C(C)C)cc(C(=O)N2CCOC(c3ccc(F)cc3)C2)c1=O (stereo unspecified),nt,0.2,5.2
COCCN(Cc1c(C)nn(-c2ccc(F)cc2)c1Oc1ccc(F)cc1)CC(C)O (stereo unspecified),-2.9,-3.1,-4.9
CCCN(CCC)C(=O)Cc1csc2nc(C)c(-c3cc(C)n(-c4cccc(F)c4)n3)c(=O)n12,nt,-0.2,4.1
COCCNC(=O)Cn1c(CO)cnc1SCc1cccc(Cl)c1,nt,-2.9,8.7
CCOCCNC(=O)c1c(C)noc1-c1cccnc1,-7.1,-6.6,27.1
CC(=O)N1CCC(Oc2ccc(Cl)cc2C(=O)NCc2ccccc2F)CC1,nt,-7.3,1.9
CCn1nc(C)c(CN2CCc3c([nH]c4ccccc34)C2C(C)(C)C)c1C (stereo unspecified),-9.1,-2.6,8.9
COCCN(Cc1nccn1Cc1ccc(Cl)c(Cl)c1)C(=O)c1cccc(OC)c1,-4.0,-3.9,15.7
Cc1cnc2n(c1=O)C(CC(=O)N1CCN(c3ccc(F)cc3)CC1)CS2 (stereo unspecified),nt,-2.2,-3.2
Cc1nn(CC(=O)N2CCCCC2C)c(C)c1[N+](=O)[O-] (stereo unspecified),nt,-0.9,-3.8
CC1=C(C(=O)OCCOC(C)C)C(c2cccnc2)C2=C(CCCC2=O)N1 (stereo unspecified),-5.2,-4.3,-5.0
COc1ccc(OC)c(C2CC(c3ccccc3Cl)=NN2C(=O)CN2CCN(c3ccccc3F)CC2)c1 (stereo unspecified),-5.9,-8.0,5.4
COc1ccc(N2C(=O)CSC2c2ccccn2)c(OC)c1 (stereo unspecified),nt,-10.1,-9.0

# Of the compounds above, twelve have an NH in an aromatic ring:
SMILES,mcGAS lum,hcGAS inh,NPYLR7 agonist
CSCc1nc2cc(C(F)(F)F)ccc2c(=O)[nH]1,-10.2,-5.6,0.7
COc1ccc2n[nH]c(CN3CCN(S(=O)(=O)c4ccccc4)CC3)c2c1,-9.3,-4.1,1.8
CN(Cc1cc(=O)n2c([nH]c3ccccc32)c1C#N)c1ccccc1,nt,-1.6,6.4
O=C(O)c1cccc(-c2n[nH]c3ccccc23)c1,-4.9,-1.3,-5.6
Fc1cccc(CN2CCN(Cc3ccc(-c4ccn[nH]4)s3)CC2)c1,-11.6,-9.5,17.8
O=C(Nc1c[nH]ccc1=O)c1nn(-c2ccccc2F)c2c1CCC2,0.4,1.4,-0.7
CCCSc1ncccc1C(=O)N1CCc2c([nH]c3ccc(OC)cc23)C1COCc1ccccc1 (stereo unspecified),-10.0,-19.4,3.0
CC(=O)c1c(C)cc(C)[nH]c1=O,nt,-7.2,-5.6
Fc1ccc(-n2cccn2)c(CN2CCc3c([nH]c4ccccc34)C2c2ccccn2)c1 (stereo unspecified),-1.9,-0.5,6.2
COc1ccc(N2C(=O)C(c3c(C)[nH]n(-c4ccc(Cl)cc4)c3=O)=C(N3CCN(C)CC3)C2=O)cc1,-5.4&-0.7,-7.8&-1.7,34.3&-5.8
Cc1ccc(-c2csc3nc(CNCc4ccccc4)[nH]c(=O)c23)cc1C,nt,4.3,1.9
CCn1nc(C)c(CN2CCc3c([nH]c4ccccc34)C2C(C)(C)C)c1C (stereo unspecified),-9.1,-2.6,8.9
